High-throughput results (PubChem BioAssay)
Peg3 promoter = Peg3 promoter activity inhibition. HeLa PEG-Prom luciferase reporter, luminescence, overnight. inhibition, % at 20 µM. hit rate 1.7% among 360,000. AID 588405;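 active means inhibition of at least 50% at 20 µM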
TWEAK-Fn14 inh = TWEAK-Fn14 signaling inhibition. TWEAK-stimulated Fn14 reporter cells, luciferase luminescence, 8 h. hit rate 2% among 360,000. inhibition, % at 10 µM; in the data active means inhibition above about 50%
NR2E3 ag-1 = agonists of human NR2E3 nuclear receptor | Q9Y5X4 | CHO-S Gal4-NCOR/VP16-NR2E3 two-hybrid, luciferase | inhibition of corepressor binding, % at 3.98 µM | hit rate 0.35% among 360,000 | AID 602229;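 active means inhibition above the mean of all tested compounds plus 3 SD, cut at about 70% in these data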;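 further: 0% = DMSO with NR2E3 transfected cells and 100% = cells lacking NR2E3 construct; higher means lower luciferase signal from less NR2E3 corepressor binding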
Target sequence (Q9Y5X4 whole entry, looked up, the tested form may be a part): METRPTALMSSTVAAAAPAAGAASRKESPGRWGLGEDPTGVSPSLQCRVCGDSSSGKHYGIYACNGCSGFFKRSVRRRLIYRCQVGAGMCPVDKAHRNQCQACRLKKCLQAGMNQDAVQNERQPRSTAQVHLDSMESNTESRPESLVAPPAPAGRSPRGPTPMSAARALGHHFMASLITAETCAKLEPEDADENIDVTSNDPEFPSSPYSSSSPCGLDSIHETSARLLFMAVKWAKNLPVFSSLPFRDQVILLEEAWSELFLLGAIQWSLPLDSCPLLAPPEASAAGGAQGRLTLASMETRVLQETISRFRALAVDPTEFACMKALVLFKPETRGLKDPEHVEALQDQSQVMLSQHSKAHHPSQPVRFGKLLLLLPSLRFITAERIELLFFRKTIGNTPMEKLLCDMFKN
TRAIL sens C8 = caspase-8 TRAIL sensitization | NB7+C8 cells + TRAIL, ATPlite viability luminescence | inhibition (viability loss, TRAIL sensitization), % at 10 µM | hit rate 1% among 360,000;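 active means compounds causing at least 50% loss of cell viability in the single-dose screen, relative to plate controls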
MITF TRPM1 inh = reduces MITF-dependent TRPM1 promoter luciferase signal. SK-MEL-5 TRPM1 promoter luciferase, 24 h. inhibition, % at 12.5 µM. hit rate 0.83% among 330,000;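 active means mean inhibition across replicates of 60% or more, whatever share of single replicates reaches that level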; further: values of inactives mirror those of a sister screen read the other way
NR2E3 ag-2 = activates human photoreceptor nuclear receptor NR2E3 | Q9Y5X4 | GST-NR2E3/biotin-RetCOR TR-FRET, 1536-well | inhibition of corepressor binding, % at 4.78 µM | hit rate 0.12% among 320,000 | AID 2300;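 active means percent inhibition above the cutoff of mean plus 3 SD of all tested compounds, set per screening campaign, cut at about 20% in these data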;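 further: 0% = DMSO wells and 100% = biotin wells as full block of FRET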
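System: GST-tagged NR2E3 plus biotinylated RetCOR corepressor; Buffer or medium: pH 7.5 Tris-based buffer; Probe or stimulus: RetCOR corepressor, biotinylated, 7 nM; Doses: compound at 4.8 µM, single dose; Schedule: 5 h incubation at 4 °C; Technique: time-resolved FRET; Evaluation: percent inhibition of TR-FRET ratio; Replication: one well per compound, singlicate testing.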
Shn3 inh set2 = Schnurri-3 reporter inhibition in Clone20 osteoblasts; Clone20 osteoblast Shn3 3'UTR firefly luciferase, 24 h; inhibition, % at 12.5 µM; hit rate 0.52% among 360,000;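 active means mean inhibition of at least 75% with every replicate also reaching 75%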;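 further: 0% = median of neutral control wells and 100% = pilot-screen positive control compound; some compounds past the cut are filed as inactive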
CF NFkB inh = blocks PAF-induced NF-kB reporter in cystic fibrosis cells. KKLEB NF-kB-GFP reporter, GFP fluorescence overnight. inhibition, % at 5 µM. hit rate 0.86% among 360,000;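 active means at least 50% inhibition at 5 µM, scaled per plate between neutral and stimulator controls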;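 further: PAF is a Pseudomonas aeruginosa culture filtrate used as stimulus; plate controls were PAF-stimulated DMSO wells for no effect and unstimulated DMSO wells for full effect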
HIF-2a block = inhibitors of HIF-2a. inhibition, % at 18.8 µM. 786-0 RCC cells HIF-2a reporter, luciferase luminescence, overnight. hit rate 0.72% among 360,000;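 active means inhibition of the luminescence signal of 40% or more relative to plate controls, in a single-dose primary screen at 18.75 µM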
TROY NFkB inh = TROY signaling inhibition | hit rate 0.98% among 360,000 | Q293 LMP1-TROYcd NF-kB luciferase reporter, 4 h | AID 1347056 | inhibition, % at 10 µM;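 active means compounds whose plate-normalised and pattern-corrected inhibition of the luciferase reporter signal at the single screening dose is 50% or more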
KKLEB cytotox = counter-screen for CF NF-kB inhibitors: cytotoxicity. KKLEB CF airway cells viability, ATPlite luminescence, overnight; stronger effect = lower value; cells stimulated with P. aeruginosa culture filtrate. activity change (cytotoxicity), % at 5 µM. hit rate 0.36% among 360,000. AID 602141;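 active means corrected activity change at or below -50% at 5 µM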
* hit, by the source's call; . = no result given.

SMILES	Peg3 promoter	TWEAK-Fn14 inh	NR2E3 ag-1	TRAIL sens C8	MITF TRPM1 inh	NR2E3 ag-2	Shn3 inh set2	CF NFkB inh	HIF-2a block	TROY NFkB inh	KKLEB cytotox
NC1=NC(c2ccccc2)=NC1(NC(=O)c1ccccc1)C(Cl)Cl (stereo unspecified)	28	-4	3	-8	5	1	-3	-4	11	-17	9
O=C(O)c1ccccc1C(=O)Nc1ccc(Oc2cccc(C(F)(F)F)c2)nc1	-5	0	-3	-10	1	0	.	-10	1	-7	-15
OC(CNC1Cc2ccccc2C1)COc1ccc(F)cc1 (stereo unspecified)	5	9	27	7	-5	2	.	-8	10	13	-1
O=C(CN1CCCC1)Nc1ccc(OCc2ccccc2)cc1	-51	4	9	-4	-11	1	-4	-11	-80	-44	-5
CCCc1cc(=O)oc2c(C)c(OCC(=O)NCCN3CCOCC3)ccc12	-5	-1	-4	-13	4	0	-9	5	8	-1	15
COc1ccc(C2(c3ccc(OC)cc3)NC(=O)N(CC(=O)Nc3ccccc3C(F)(F)F)C2=O)cc1	7	4	-8	4	-4	0	17	-1	14	-7	6
COCCCNC(=O)N1c2ccccc2Sc2ccccc21	6	9	-1	3	-5	-2	11	5	12	12	2
O=C(COC(=O)c1cc(Cl)nc(Cl)c1)NCCc1ccc(F)cc1	0	-9	-25	-12	-8	.	-12	-2	6	11	13
CSc1ccc(CCNC(=O)CCc2nnc3ccc(NCCCN4CCCC4=O)nn23)cc1	-4	1	11	6	6	-2	-2	-18	0	-17	15
O=C(c1ccc(NC2=NC3CS(=O)(=O)CC3S2)cc1)N1CCN(Cc2ccccc2)CC1 (stereo unspecified)	6	2	-10	0	2	4	-12	9	1	5	12
O=C(O)c1ccccc1C(=O)NC1Cc2ccccc2C1	-5	-4	4	-2	11	0	-2	-5	7	-7	2
C=CCN1C(=O)/C(=C2/Sc3ccc(OC)cc3N2C)SC1=Nc1ccccc1	10	10	7	1	0	2	0	-9	-5	-28	16
O=[N+]([O-])c1ccc2c(c1)nc1n2CCN(CC2CCCO2)C1 (stereo unspecified)	-50	2	-40	1	-16	-4	-18	-17	-41	-10	6
N#CCCN(C(=O)COC(=O)CCc1ccccc1)c1ccccc1	4	-2	-1	-2	3	0	28	-17	18	8	18
COc1ccc(C(=O)Nc2ccc(CN3CCCCC3)cc2)cc1	-5	12	-15	4	-7	5	-9	-11	-21	-1	-2
O=C(NCCCCNCCCNC(=O)c1ccccc1)c1ccccc1	-2	4	4	-11	.	.	-2	14	-3	8	-2
O=C(CCNS(=O)(=O)c1ccccc1F)OCc1ccccc1Cl	-4	-10	3	-10	-5	.	-3	12	-2	-4	13
O=C(CSc1n[nH]c(-c2ccccc2F)n1)Nc1cc(F)ccc1F	-3	0	-6	-7	-3	7	-9	21	-21	-8	-17
O=C1NC(=Nc2ccc(O)cc2)S/C1=C\C=C\c1ccco1	-225	10	-44	-1	-3	1	7	9	-246	10	13
CCOc1ccc(/C=C2\SC(=S)NC2=O)cc1OC	-41	-18	-32	3	-3	3	-13	19	-38	-20	-11
O=C(c1cccs1)N1CCc2ccccc21	-273	0	-48	23	-82	1	-95	-57	-370	-67	-1
CCOc1ccc(Cc2nc(C)c(CC(=O)N3CCOCC3)c(=O)[nH]2)cc1	5	5	9	0	-7	4	1	-7	-5	-18	2
CC(C(=O)NC(=O)NC1CCCCC1)N(C)CC(=O)Nc1ccc(F)c(F)c1F (stereo unspecified)	32	-6	30	-21	11	1	36	-11	12	9	-5
CC1(Oc2ccc3ccccc3c2)CCN(Cc2ccc(OC(F)(F)F)cc2)C1 (stereo unspecified)	11	10	31	-6	.	.	-9	-7	11	-6	5
FC(F)(F)c1ccc(Cl)c(-n2c(-c3cc(C4CC4)[nH]n3)n[nH]c2=S)c1	11	24	-11	-8	5	1	1	4	15	14	3
SMILES	Peg3 promoter	TWEAK-Fn14 inh	NR2E3 ag-1	TRAIL sens C8	MITF TRPM1 inh	NR2E3 ag-2	Shn3 inh set2	CF NFkB inh	HIF-2a block	TROY NFkB inh	KKLEB cytotox
O=C(CNc1cc([N+](=O)[O-])ccc1NCCO)Nc1cccc(S(=O)(=O)N2CCCCC2)c1	4	6	20	-7	-3	-2	16	-44	9	-17	20
CCCC(=O)N1CCC1(C)C(=O)NS(=O)(=O)c1cc(C)ccc1F (stereo unspecified)	3	-6	25	-3	.	.	-15	-4	5	-2	0
CCCCOC(=O)C1CCCC(C(=O)OCCCC)N1 (stereo unspecified)	0	-2	-14	-4	2	6	-5	0	1	-21	12
S=C(Cc1ccc(Cl)cc1)N1CCOCC1	17	8	14	-5	0	3	14	-9	-4	9	12
COc1ccc(CCN2C(=O)CCC2(C)c2nnnn2Cc2ccccc2)cc1OC (stereo unspecified)	.	18	1	-3	.	.	.	.	10	-19	.
CCCCN=C1NN=C(c2ccc(C)c(C)c2)CS1	-149	-8	-113	25	-49	0	-31	-5	-260	-18	-2
CCc1ccc(N2C(=O)CC(N3CCN(Cc4ccc5c(c4)OCO5)CC3)C2=O)cc1 (stereo unspecified)	5	-3	-24	-2	5	1	6	-10	15	-1	-3
CCOC(=O)c1cnc2c(-c3ccccc3)cnn2c1C	-299	-8	-136	58*	-73	6	-55	-20	-263	-44	-13
O=C(CSc1nc(-c2ccccc2)cs1)N1CCN(C(=O)c2ccco2)CC1	5	-4	20	33	-8	1	1	-26	-24	-27	-9
CC1(C)Cc2c(cnn2-c2ccccc2)C(=O)/C1=N\NC(=O)c1ccccc1O	16	27	-29	-7	14	3	-9	10	4	.	-15
CN(C)c1ccc(C(C(=O)NCC2CCCO2)N(C(=O)c2snc(C(N)=O)c2N)c2ccc3c(c2)OCO3)cc1 (stereo unspecified)	3	8	-13	-15	0	6	58	14	13	3	-4
Nc1cc(Cl)ccc1Oc1ccc2ccccc2c1	-122	-1	-45	5	-16	1	-7	3	-221	-30	-5
CCCNC(=O)Nc1nc(C(N)c2ccc(OC)cc2)cs1 (stereo unspecified)	-2	2	-21	-28	.	.	1	11	17	18	-28
Cc1cc(C)c(NC(=O)CSc2nc(COc3ccccc3)nc3ccccc23)c(C)c1	20	-37	-26	17	29	-5	3	13	-1	-34	-18
CC(C)(C)n1nnnc1SCC(=O)Nc1nn(-c2ccccc2)nc1C(N)=O	7	-22	-2	-3	-4	-1	-2	0	4	4	2
Cn1nc(CC(=O)NC2CCCCCCCCCCC2)c2ccccc2c1=O	15	-14	-11	4	10	-5	60	11	28	21	1
O=C(Nc1ccc(-c2csc(Nc3ccccc3)n2)cc1)c1cccc(C(F)(F)F)c1	-14	31	-18	25	25	5	33	17	-38	-10	-18
CCOc1ccc(C2c3c(oc4cc(C)c(C)cc4c3=O)C(=O)N2CCCN2CCOCC2)cc1 (stereo unspecified)	3	-14	-2	0	1	1	-9	-12	5	-2	6
COc1ccc(/C(C)=N/NC(=O)CNC(=O)/C=C\c2ccccc2)c(OC)c1	27	4	7	11	8	1	3	-10	3	-1	9
COc1cc(/C=C/C(=O)N2CCN(Cc3ccccc3)CC2)cc(OC)c1OC	9	3	-1	0	-2	2	11	-1	7	0	7
CC(=O)Nc1ccc(Sc2ccccc2C(=O)Nc2ccc(F)cc2)cn1	8	19	-15	-2	-2	-3	4	4	11	-8	4
CCn1cc(C(=O)O)c(=O)c2cc(F)c(N/N=C/c3ccccc3)cc21	38	-4	-53	-3	-3	-4	-2	-32	0	1	-4
Cc1nc2ccccc2c2oc(C(=O)NCC3CCCO3)cc12 (stereo unspecified)	-52	6	-21	10	-10	-5	-32	-2	-11	16	-7
CCc1cccc(CC)c1NC(=O)C1CCN(C(=O)c2ccco2)CC1	-8	-4	5	12	-5	6	9	13	10	-8	-7
CCNS(=O)(=O)c1ccc(NC(=O)CC(C)c2ccccc2)cc1 (stereo unspecified)	6	8	23	-16	-2	2	-2	1	8	-31	6
SMILES	Peg3 promoter	TWEAK-Fn14 inh	NR2E3 ag-1	TRAIL sens C8	MITF TRPM1 inh	NR2E3 ag-2	Shn3 inh set2	CF NFkB inh	HIF-2a block	TROY NFkB inh	KKLEB cytotox
CCOC(=O)c1c(NC(=O)COC(=O)CC(NC(C)=O)c2ccccc2)sc(C(=O)NC)c1C (stereo unspecified)	0	-23	11	-1	1	2	5	-13	-4	-2	19
COC(=O)C(Cc1ccccc1)NC(=O)CC(C)CC(=O)Nc1ccc(OC)cc1OC (stereo unspecified)	22	12	-9	3	-10	2	5	-5	21	8	-8
Cc1cccc(C(=O)N2CCN(Cc3nc4sc5c(c4c(=O)[nH]3)CCCC5)CC2)c1	26	6	-11	-7	8	6	9	12	15	-2	2
O=C(N1CCc2[nH]c3ccccc3c2C1)C(F)(F)F	11	6	-12	0	9	-1	-11	-15	0	-2	-10
COc1ccc(NC(=O)CC2SC(N3CCOCC3)=NC2=O)cc1OC (stereo unspecified)	-4	-1	-20	4	5	0	7	2	0	2	23
COc1cccc2cc(C(=O)NCc3ccco3)c(=Nc3ccc(C(=O)O)cc3)oc12	-124	71*	-18	9	-34	1	-49	-1	-18	42	6
COc1ccc(NC(=O)CSc2ccc3c(c2)OCCO3)cc1	-36	-5	19	15	-6	.	10	-18	-49	-23	1
CN1CCC(N(C)C(=O)c2ccc(Cl)c(S(=O)(=O)N3CCCCC3)c2)CC1	16	1	6	19	-9	-3	-15	2	5	-5	2
CCOc1c2ccc(C(=O)NCc3ccc4c(c3)OCO4)cc2nn1CCOC	12	-8	16	-13	2	3	20	0	3	-17	1
COc1ccc(CC(=O)OCC(=O)NCc2ccc(F)cc2)cc1	11	-33	-6	-1	10	.	-37	15	11	-2	-6
Cc1ccccc1NS(=O)(=O)c1cc(S(C)(=O)=O)ccc1C	15	-9	7	4	-1	1	-9	-15	12	1	11
CCCCCCC(=O)Oc1cccc(N2C(=O)C3CCCCC3C2=O)c1 (stereo unspecified)	5	8	11	-7	-5	5	5	-8	15	-12	0
CCN(CC)c1ccc(/C=C2\NC(=O)NC2=O)cc1	-23	-15	-12	17	23	-12	-6	9	-39	4	-4
O=C(COC(=O)c1cccc(NS(=O)(=O)c2ccc(F)c(F)c2)c1)NC(=O)NC1CCCCC1	14	37	5	6	8	-3	18	-12	10	20	-19
CN(CC(=O)Nc1ccccc1C(F)(F)F)C(=O)CSc1nnnn1C	6	7	-5	-2	-4	0	-27	8	7	1	11
CCOC(=O)C1(C)CCCN(C(=O)c2cc(F)cc(F)c2)C1 (stereo unspecified)	15	20	-3	5	.	.	-8	1	-3	11	-10

Three structures from above, sorted by number of heavy atoms, highest first:
SMILES	Peg3 promoter	TWEAK-Fn14 inh	NR2E3 ag-1	TRAIL sens C8	MITF TRPM1 inh	NR2E3 ag-2	Shn3 inh set2	CF NFkB inh	HIF-2a block	TROY NFkB inh	KKLEB cytotox
O=C(COC(=O)c1cccc(NS(=O)(=O)c2ccc(F)c(F)c2)c1)NC(=O)NC1CCCCC1	14	37	5	6	8	-3	18	-12	10	20	-19
COc1ccc(NC(=O)CSc2ccc3c(c2)OCCO3)cc1	-36	-5	19	15	-6	.	10	-18	-49	-23	1
Cc1ccccc1NS(=O)(=O)c1cc(S(C)(=O)=O)ccc1C	15	-9	7	4	-1	1	-9	-15	12	1	11

Only part of the results is shown (hit frequency here may not be typical).
